# Bioassay records deposited in PubChem by several laboratories.
# MT1-MMP act inh: inhibitors of human MT1-MMP activation. P50281. HT1080 RFP-PRO-GFP cells, GFP/RFP ratio fluorescence, overnight; percent of plate control window, DMSO zero. GFP/RFP ratio change, % at 20 µM. 0.061% of 360,000 active. AID 651647;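 active = GFP/RFP ratio change of at least 30% with cell ATP level not reduced by more than half and red fluorescence within 50% of control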; also: strong numbers were not always called active
#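 Assay system: RFP-PRO-GFP reporter HT1080 cells; read-out basis: GFP/RFP fluorescence ratio; benchmarks: DMSO wells and RFP-L50D-GFP cells; doses: 20 µM single dose, 1% DMSO; schedule: overnight cell settling, then overnight compound exposure, 37 °C, 5% CO2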
# Neddyl block: blocks human cullin neddylation. P61081+Q13564. TR-FRET cullin neddylation, biochemical. calls only at 25 µM. 0.58% of 360,000 active. AID 651699; in the data active = inhibition above about 36%
# NRP1-CendR mod: modulators of CendR peptide binding to human neuropilin-1; O14786; FAM-RPARPAR peptide binding to NRP-1, fluorescence polarization; inhibition, % at 25 µM; 0.85% of 360,000 active; AID 602438;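 active = inhibition or corrected inhibition above about 18%, plus a signal ratio from 0.5 to 1.5, limit read from the data, passing the limit was not always enough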; also: strong numbers were not always called active
# Target sequence (O14786 whole entry, looked up): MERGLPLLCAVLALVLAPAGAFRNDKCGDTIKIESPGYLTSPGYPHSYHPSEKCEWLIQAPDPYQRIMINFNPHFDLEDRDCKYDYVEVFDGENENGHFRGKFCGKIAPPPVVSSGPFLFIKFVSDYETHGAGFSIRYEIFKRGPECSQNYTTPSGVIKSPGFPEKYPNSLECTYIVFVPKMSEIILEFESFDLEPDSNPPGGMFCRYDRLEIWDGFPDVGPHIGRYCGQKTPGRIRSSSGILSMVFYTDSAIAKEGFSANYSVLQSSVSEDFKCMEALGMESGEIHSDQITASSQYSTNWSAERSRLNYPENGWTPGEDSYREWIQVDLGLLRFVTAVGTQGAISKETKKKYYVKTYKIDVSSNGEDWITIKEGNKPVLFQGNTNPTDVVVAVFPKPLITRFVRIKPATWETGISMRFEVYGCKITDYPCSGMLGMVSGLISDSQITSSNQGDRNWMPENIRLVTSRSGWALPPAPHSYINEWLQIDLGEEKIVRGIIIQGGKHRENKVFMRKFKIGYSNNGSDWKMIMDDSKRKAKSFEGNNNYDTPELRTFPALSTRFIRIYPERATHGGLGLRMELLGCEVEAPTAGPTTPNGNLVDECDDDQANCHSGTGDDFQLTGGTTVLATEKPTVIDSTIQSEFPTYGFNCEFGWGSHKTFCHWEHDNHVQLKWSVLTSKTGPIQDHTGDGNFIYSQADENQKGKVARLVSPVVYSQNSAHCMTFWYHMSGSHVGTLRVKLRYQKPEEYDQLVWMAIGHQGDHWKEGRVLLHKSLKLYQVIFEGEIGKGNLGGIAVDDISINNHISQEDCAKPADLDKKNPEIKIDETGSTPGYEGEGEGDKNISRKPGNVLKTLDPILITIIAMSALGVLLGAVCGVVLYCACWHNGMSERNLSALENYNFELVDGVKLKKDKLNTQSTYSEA
# E coli Lon inh: inhibits E. coli Lon protease; purified E. coli Lon protease, fluorescence polarization; inhibition, % at 7.94 µM; 0.42% of 360,000 active; AID 602123; in the data active = inhibition above about 13%, passing the limit was not always enough;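 also: 0% = enzyme with probe and DMSO and 100% = no enzyme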
# FAS TE block: FAS thioesterase (human) inhibition; inhibition, % at 15 µM; 0.67% of 360,000 active; recombinant FAS-TE, OMFH fluorogenic substrate, fluorescence endpoint;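 active = compounds whose normalised, plate-corrected inhibition of enzyme fluorescence in the single-dose primary screen is 50% or more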;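 also: 0% = DMSO with enzyme and 100% = substrate without enzyme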
# Rin1-Abl PPI inh: blocks binding of human Rin1 to Abl; TR-FRET Rin1/Abl binding, biochemical; inhibition, % at 7.35 µM; 0.4% of 360,000 active; in the data active = inhibition above about 5%, passing the limit was not always enough
# PABP1 MLLE inh: blocks PAM2 peptide binding to the PABP1 MLLE domain; P11940; GST-MLLE / FITC-PAM2 fluorescence polarization; inhibition, % at 20 µM; 0.36% of 360,000 active; in the data active = inhibition above about 35%, passing the limit was not always enough;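 also: plate controls were DMSO wells with GST-MLLE for no effect and wells lacking GST-MLLE protein for full effect; some results filed as inactive read as strong as hits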
# SKN-1 block: inhibitors of C. elegans SKN-1; C. elegans VP596 Pgst-4::GFP/RFP ratio, acrylamide-induced, 24 h; AID 624304; inhibition, % at 21.8 µM; 0.49% of 360,000 active;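 active = interference check ratio from 0.5 to 1.5 plus GFP to RFP signal ratio inhibition reaching or exceeding a fixed threshold, cut at about 30% in these data, passing the limit was not always enough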; also: some compounds called inactive have numbers as strong as hits
# bovine MsrA act: activators of bovine methionine sulfoxide reductase A; purified bovine MsrA, absorbance read-out; activation, % at 10.6 µM; 0.3% of 360,000 active; AID 602163; in the data active = activation above about 7.5%;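 also: 0% = vehicle and 100% = reference activator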
# * marks the source's active call; other numbers are inactive results; i = inactive; / = no result given.
SMILES	MT1-MMP act inh	Neddyl block	NRP1-CendR mod	E coli Lon inh	FAS TE block	Rin1-Abl PPI inh	PABP1 MLLE inh	SKN-1 block	bovine MsrA act
O=C(COC(=O)c1ccccc1)NC12CC3CC(CC(C3)C1)C2	-0.8	i	-3.0	-11.2	8.0	5.6	12.8	19.5	0.5
CCCCCNC(=O)C(C1CC1)n1c(=O)c(-c2cc3ccccc3[nH]2)nc2ccccc21 (centres undefined)	1.9	/	-8.7	/	/	/	/	6.5	/
O=C(Nc1c2c(nn1-c1ccc(F)cc1)CS(=O)C2)c1ccco1 (centres undefined)	-3.5	i	3.6	0.1	-7.2	-0.7	3.2	-4.3	-1.5
O=C1CCCN1CN(C(=O)c1ccccc1)c1ccc(F)cc1	-4.2	i	3.6	1.1	-13.6	2.2	-14.9	11.8	-10.5
O=C(/C=C/c1cn(-c2ccccc2)nc1-c1cccnc1)c1ccco1	-7.8	i	-22.1	-4.9	5.0	3.5	5.5	11.8	-2.3
O=C(Nc1ccccc1F)c1ccc(CNS(=O)(=O)c2cccc(C(F)(F)F)c2)cc1	-0.1	i	0.3	-4.3	-7.2	-1.4	11.8	-7.9	-3.0
COc1ccc(CN(C)C(C)C(=O)Nc2ccc([N+](=O)[O-])cc2Cl)cc1OC (centres undefined)	-1.5	i	-7.7	-4.5	22.4	1.1	2.1	-3.1	-2.3
O=C(CN(CC1CCCO1)C(=O)CNS(=O)(=O)c1ccc(Cl)cc1)NCc1ccccc1 (centres undefined)	-0.2	i	14.2	-2.7	-2.6	-0.5	0.3	7.9	-0.5
Cc1ccc(NS(=O)(=O)c2ccc(C)c(NC(=O)c3ccc(S(=O)(=O)N4CCCCCC4)cc3)c2)c(C)c1	-2.7	i	-2.6	2.1	25.6	-1.5	10.9	4.8	0.4
CN(C)C(CNS(=O)(=O)c1ccc2ccccc2c1)c1ccccc1 (centres undefined)	-0.2	i	0.7	-8.5	-1.8	-3.9	6.0	12.5	-0.8
Cc1ccc(C(=O)OCC(=O)NC(C)c2ccccc2)s1 (centres undefined)	1.0	i	15.1	-5.3	-3.2	1.7	10.6	15.6	0.1
COCCn1c(SCC(=O)Nc2cccc(C(=O)OC)c2)nc2ccccc2c1=O	-1.7	i	-1.6	1.2	2.4	0.0	0.8	-10.9	-12.4
CC(=O)c1ccc(Nc2c(C)n(C)n(-c3ccccc3)c2=O)cc1	-2.5	i	7.0	-5.0	-7.7	-0.6	-6.2	-3.4	-9.1
COc1ccc(Cl)cc1NC(=O)CNc1ccccc1CN(C)C1CCCCC1	3.2	i	7.6	-5.2	21.9	-0.4	-4.5	-5.5	-1.4
O=C(Nc1ccc2c(c1)C(=O)N(C1CCCCC1)C2=O)C1CCCO1 (centres undefined)	2.4	/	-3.4	-8.5	2.1	6.2	10.6	-27.4	-4.7
Cc1cccc(CN2CCN(C(C)C(=O)NC(C)c3ccccc3)CC2)c1 (centres undefined)	-1.4	i	-1.0	-0.3	-1.4	5.1	1.0	-7.4	-1.4
COc1ccccc1CNC(=O)COC(=O)c1c[nH]c2ccccc12	0.2	i	-7.5	-16.8	-5.6	2.4	4.1	1.3	-2.4
CC1(C)Cc2c(sc3ncnc(NN)c23)CO1	3.7	i	-11.6	-3.3	-6.9	-0.7	-6.2	13.8	-4.5
COc1ccc(C(=O)NCCS(=O)(=O)NCc2cccnc2)cc1	-3.5	i	6.0	4.4	-7.1	-4.7	6.5	14.6	-2.6
COCc1nnc(NC(=O)C2CC(=O)N(C3CCCC3)C2)s1 (centres undefined)	1.1	i	5.2	-6.4	-6.2	-2.1	12.8	6.0	-2.2
Cc1cc(Br)cc(C)c1NC(=S)NC(=O)CC(C)C	1.1	i	7.3	1.0	8.9	3.5	24.5	-1.6	1.3
COc1ccc(C2/C(=C(/O)c3ccccc3)C(=O)C(=O)N2C)c(OC)c1 (centres undefined)	-5.2	i	8.6	-3.4	-5.7	-1.7	1.5	-3.5	-4.6
CC1=C(C)CC(C(=O)NNC(=O)c2csc3c2CCC(C(C)(C)C)C3)C(C(=O)O)C1 (centres undefined)	0.4	i	-11.4	3.9	-4.4	-2.6	12.7	9.2	-1.1
CCN(CC)CCN(Cc1cc2ccc(C)cc2[nH]c1=O)C(=S)Nc1ccccc1C(=O)OC	8.4	i	5.9	-4.9	-0.9	5.4	-54.4	-1.9	-4.2
Cc1noc(C)c1CN1C(=O)NC(Cc2ccccc2)(Cc2ccccc2)C1=O	-0.4	i	15.4	-11.1	1.2	0.7	-3.4	26.1	-2.2
CC(C)CCNC(=O)Cn1c(=O)oc2cc(S(=O)(=O)N3CC(C)CC(C)C3)ccc21 (centres undefined)	-1.0	i	-18.1	4.5	-2.8	0.9	5.5	7.0	-1.8
COc1cc(Cl)c(C)cc1NC(=O)COC(=O)c1cc(SC)ccc1Cl	3.2	i	7.0	2.7	-5.9	-0.9	-4.3	5.3	-0.9
O=C(COC(=O)c1ccccc1C(=O)N1CCN(c2ccccc2)CC1)Nc1ccccc1	-28.6	i	-4.2	16.2	10.0	-0.6	11.7	1.7	-1.7
Cc1ccccc1-c1nc(NCCN(C)C)nc2ccsc12	0.7	i	2.1	0.6	-10.2	-2.5	10.9	0.1	-2.9
O=C(Nc1cc(C2CC2)nn1-c1ccccc1)c1ccc(F)cc1	5.3	i	6.1	-7.0	-5.8	4.7	-0.2	17.8	-4.5
CN(CC(=O)Nc1ccc(N2CCOCC2)cc1)CC(=O)Nc1ccccc1[N+](=O)[O-]	-5.3	i	-1.7	8.7	-12.2	-4.8	8.1	5.1	-4.6
Cc1c(N=Cc2ccco2)c(=O)n(-c2ccccc2)n1C	1.5	i	-0.8	0.5	-2.6	-0.1	-13.8	5.2	-3.5
CC(Sc1nnc(-c2ccco2)o1)C(=O)Nc1ccc(OC(F)F)cc1 (centres undefined)	2.8	i	-3.7	4.1	-5.2	4.5	-5.8	3.6	-3.4
COCC(=O)Nc1c(C(=O)Nc2cccc(OC)c2)oc2ccccc12	8.7	i	15.3	0.0	9.6	3.4	-6.1	-4.5	-9.2
O=C(CNC(=O)c1ccc(-c2ccccc2)cc1)Nc1cccc(CO)c1	0.4	i	6.4	-15.1	0.8	2.1	13.2	-4.4	-1.5
C[C@@H]1CC[C@]2(O[C@@H](CCO)C[C@H](O)[C@H]2O)O1	1.9	i	-18.9	7.1	-13.4	-1.4	5.2	3.0	-1.8
CCOC(=O)c1sc(NC(=O)CSc2ccccn2)c(C#N)c1C	-2.6	i	7.3	1.2	-4.9	2.9	-0.6	4.6	-2.6
Cc1ccc(CNS(=O)(=O)c2ccc3c(c2)OCCO3)cc1	6.0	i	9.7	1.6	2.5	1.4	-7.9	12.2	-4.2
Cc1ccc(NC(=O)COC(=O)c2oc3ccccc3c2C)cc1S(=O)(=O)N1CCOCC1	2.1	i	-14.3	1.6	19.2	-2.7	-3.0	14.6	-0.7
CC(C)(C)C(=O)Cn1ncc(N2CCOCC2)c(Br)c1=O	-3.1	i	5.3	-4.6	-3.3	-1.3	7.5	5.4	-1.6
Cc1ccc(C)c(S(=O)(=O)N2CCNCC2)c1	-11.0	i	0.7	-10.2	-1.8	0.4	4.8	7.2	-1.1
CCCC1=Nc2cc(C(=O)N3CCC(C(=O)OCC)CC3)ccc2Sc2ccccc21	-1.7	i	-8.7	-3.6	19.5	1.1	-5.1	13.8	-2.9
O=C(Nc1ccccc1N1CCCC1)c1ccc(F)c(S(=O)(=O)N2CCOCC2)c1	0.4	i	8.6	3.3	0.0	-1.6	-9.0	13.6	-3.4
CC(=O)N1CCN(S(=O)(=O)c2ccccc2)C1c1ccccc1 (centres undefined)	3.4	i	0.3	-7.3	-9.4	-2.0	-8.7	3.1	-7.5
COc1cc2c(cc1OC)CC(=O)NC=C2	-1.8	i	10.1	2.2	-0.6	0.4	8.5	-4.4	-1.0
Cc1nc(NS(=O)(=O)c2ccccc2)sc1NC(=O)Nc1ccccc1	12.1	i	-11.4	-2.8	-0.6	2.2	14.1	4.3	-8.2
COc1cc(CN2CCC(C(=O)N3CCCC(C)C3)CC2)cc(OC)c1O (centres undefined)	-1.9	i	-24.5	5.0	-7.1	3.4	-2.9	8.8	-3.4
COc1ccc(-c2ncc(CN3CCC(CO)(Cc4cccc(OC)c4)CC3)cn2)cc1	0.1	i	-11.7	-2.7	0.6	1.5	-5.2	-7.7	-2.0
CCNC(=O)C1(C)CCCN1Cc1cccc(C(F)(F)F)c1 (centres undefined)	0.6	i	6.9	-3.2	-11.2	2.3	-19.5	12.8	0.1
COc1ccc(-c2noc(CCC(=O)NCCCN3CCN(c4ccc(F)cc4)CC3)n2)cc1	-4.5	i	-4.4	-2.9	-2.9	-1.8	-10.3	-2.0	-2.2
COC(=O)CSc1nc2c(c(-c3ccc(C)o3)c1C#N)CCCC2	-5.5	i	-24.6	10.8	30.5	1.0	-7.7	-15.7	-5.2
COc1cccc(NC(=O)C2(C)CCN2Cc2ccc(-c3ccccc3)o2)c1 (centres undefined)	7.5	i	-3.2	-0.1	25.6	-4.0	4.2	10.3	2.9
O=C(C[n+]1ccccc1)c1ccc(Cl)cc1	3.3	i	9.3	-0.9	-2.3	-1.2	-99.3	11.1	-2.4
COc1ccc(CCNC(=O)c2ccc3ccccc3n2)cc1OC	2.9	i	6.6	-13.1	-3.2	3.8	1.5	-6.5	0.9
Cc1nc(CC(C)C)cc(C(=O)N2CCCC(CNS(=O)(=O)c3cccs3)C2)n1 (centres undefined)	3.0	i	-10.8	-9.4	-6.5	-3.0	-2.5	-1.6	-9.2
CCCCCCN1C=CC(=C/C=C(\C#N)C(=O)OCC)C=C1	-322.2	i	132.1	i	-68.6	-31.1	150.3	-3.5	-2.8
COc1ccc(CNC(=O)CN(Cc2ccccc2Cl)C(=O)c2csnn2)cc1	2.9	i	2.2	2.3	3.6	-0.5	20.4	-0.4	-2.3
O=C(CSc1nnc(-c2ccccc2)c2ccccc12)NCC1CCCO1 (centres undefined)	2.8	i	-12.7	-1.4	-1.2	-2.2	-8.5	-1.4	-2.9
COC(=O)c1ccccc1OC(=O)c1cccnc1	-0.4	i	1.7	-6.2	-4.9	0.3	-0.8	9.1	-3.0
Cc1noc(C)c1NC(=O)Nc1ccc2c(c1)C(=O)N([C@H](C)CO)C[C@H](C)[C@@H](CN(C)S(=O)(=O)c1cccs1)O2	-1.3	i	3.6	12.9	-5.0	4.0	7.2	10.3	-7.8
CCOC(=O)Cc1csc(NC(NC(=O)CC)(C(F)(F)F)C(F)(F)F)n1	-0.7	i	-5.0	7.3	-5.3	1.2	-13.9	18.1	-2.5
CCOc1ccccc1NS(=O)(=O)c1cc2c3c(c1)CC(=O)N3CCC2	0.4	i	0.7	-2.7	-29.7	0.3	-15.5	5.1	-4.1

# Structural class: those above containing a cyano group.
SMILES	MT1-MMP act inh	Neddyl block	NRP1-CendR mod	E coli Lon inh	FAS TE block	Rin1-Abl PPI inh	PABP1 MLLE inh	SKN-1 block	bovine MsrA act
CCOC(=O)c1sc(NC(=O)CSc2ccccn2)c(C#N)c1C	-2.6	i	7.3	1.2	-4.9	2.9	-0.6	4.6	-2.6
COC(=O)CSc1nc2c(c(-c3ccc(C)o3)c1C#N)CCCC2	-5.5	i	-24.6	10.8	30.5	1.0	-7.7	-15.7	-5.2
CCCCCCN1C=CC(=C/C=C(\C#N)C(=O)OCC)C=C1	-322.2	i	132.1	i	-68.6	-31.1	150.3	-3.5	-2.8
